TDP1 inh – TDP1 (human) enzyme inhibition. AID 485290. Potency, µM (highest dose often 130 µM), for the others: at the highest dose activity change, negative = inhibition, hits mostly inhibitors. Q9NUW8. 350,000 tested, 0.28% active. recombinant TDP1, AlphaScreen DNA substrate cleavage; active means well fitted inhibition curve with a large enough effect; further: nearly all actives have a fitted effect of over 40% in size
Target sequence (Q9NUW8 whole entry, looked up): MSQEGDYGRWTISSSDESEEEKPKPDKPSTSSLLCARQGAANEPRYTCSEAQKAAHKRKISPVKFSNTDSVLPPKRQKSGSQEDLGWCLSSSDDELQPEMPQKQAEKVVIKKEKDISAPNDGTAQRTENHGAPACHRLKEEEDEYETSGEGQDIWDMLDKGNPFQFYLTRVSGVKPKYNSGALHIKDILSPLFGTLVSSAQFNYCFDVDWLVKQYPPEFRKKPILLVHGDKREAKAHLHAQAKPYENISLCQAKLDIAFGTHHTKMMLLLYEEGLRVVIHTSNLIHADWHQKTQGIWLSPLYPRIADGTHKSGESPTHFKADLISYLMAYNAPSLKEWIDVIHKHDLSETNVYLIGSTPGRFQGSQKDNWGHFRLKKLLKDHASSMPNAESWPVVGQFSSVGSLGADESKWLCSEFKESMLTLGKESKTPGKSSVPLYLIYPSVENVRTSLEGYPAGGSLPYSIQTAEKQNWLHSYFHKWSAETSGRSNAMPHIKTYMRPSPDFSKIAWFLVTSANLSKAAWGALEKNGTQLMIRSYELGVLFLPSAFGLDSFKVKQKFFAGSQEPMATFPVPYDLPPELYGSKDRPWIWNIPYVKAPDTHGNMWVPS
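Recombinant E. coli-expressed Tdp1 (1 nM) preincubated with compound 15 min at RT, then 5'-biotin/3'-phosphotyrosine-FITC DNA substrate (15 nM) added for 5 min. AlphaScreen beads (10 ug/ml) added, 10 min RT; tyrosine-FITC cleavage read as signal loss.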
An asterisk follows results filed as active; & = joins results of further samples; [ ] = another dose, or the depositor's remark. On the % scale 0 is the no-effect control and ±100 the full control effect; potency means the concentration at half of the fitted maximal effect. The list is partial; rates above refer to the full screens.

cpd | compound | TDP1 inh
1 | CCCN(CC1CC1)C(=O)CSc1nnc(-c2ccco2)n1N | 5.4%
2 | CCCCNC(=O)c1cc2c(=O)n3cccc(C)c3nc2n1C | 1.0%
3 | NCCCC[C@H](NC(=O)CNC(=O)[C@@H]1CCCN1C(=O)[C@H](Cc1ccc(O)cc1)NC(=O)CN)C(=O)N[C@@H](Cc1ccccc1)C(=O)O | 6.9%
4 | OC[C@H]1O[C@@H](n2cnc3c(NCCc4ccccc4)ncnc32)[C@H](O)[C@H]1O | 13.7%[56.1 µM]
5 | COc1ccc(C2Nc3ccccc3C(=O)N2Cc2ccccc2)cc1COc1ccc(Cl)cc1 (stereo not given) | -0.7%
6 | CC(=O)NC(c1cc(Cl)c2cccnc2c1O)C1CC1 (stereo not given) | -0.7%
7 | COc1cccc(C2=Nn3c(nnc3-c3cc(OC)ccc3OC)SC2)c1 | 11.5%
8 | COc1cccc(OC2=NS(=O)(=O)c3ccccc32)c1 | 2.4%
9 | N#Cc1c2c(c(N3CCN(CCO)CC3)n3c1nc1ccccc13)CCCC2 | 7.1%
10 | O=C1[C@H]2[C@H]3[C@H](O)[C@H](O)C/C(=N/OC[C@@H](O)COCc4ccco4)[C@@H]3CC[C@@H]2C(=O)N1C[C@@H]1CCCO1 | 12.2%[21 µM]
11 | C/C(=C\c1ccccc1F)C1Nc2cccc3cccc(c23)N1 | 8.0%
12 | COC(=O)N1CCN(/[N+]([O-])=N/Oc2ccc([N+](=O)[O-])cc2[N+](=O)[O-])CC1 | 8.5%
13 | Cc1cccc(NC(=O)Cn2c(=O)n(CCc3c[nH]c4ccccc34)c(=O)c3cccnc32)c1 | 6.6%
14 | O=C1CN(C(=O)COc2cccc(F)c2)c2ccccc2N1 | 1.4%
15 | OCCN1CCN(CC/C=C2\c3ccccc3Sc3ccc(C(F)(F)F)cc32)CC1 | -2.6%[21 µM]
16 | COc1ccc(-c2nnc3n2N=C(c2cc(OC)ccc2OC)CS3)c(OC)c1 | 6.8%
17 | O=C(/C=C/c1cn(CC(O)CN2CCOCC2)c2ccccc12)c1cccs1 (stereo not given) | 4.1%
18 | Cc1ccc(-n2c(-c3cccs3)nc3nc4ccccc4nc32)cc1 | -1.4%
19 | Cc1ccc2nc3c(cc(C#N)c(=O)n3CC3CCCO3)c(=O)n2c1 (stereo not given) | -3.1%
20 | O=C(Nc1cccc(CCc2ccccn2)c1)c1ccc(Cl)cc1 | 0.0%
21 | COc1ccc(Cl)cc1C(=O)Nc1nc2ccc(S(C)(=O)=O)cc2s1 | 2.7%
22 | O=[N+]([O-])c1ccc(O)c(C=Nc2ccc3oc(Cc4ccc(Cl)cc4)nc3c2)c1 | 7.7%
23 | C#CCOCCOCCOCCNc1nc(N2CCN(C(=O)CCCCCCCCCCNC(=O)[C@H]([C@@H](C)CC)n3cc(CCCCN=C(N)N)nn3)CC2)nc(N2CCN(C(=O)CCCCCCCCCCNC(=O)[C@H](CCCN=C(N)N)n3cc(C[C@@H](C)CC)nn3)CC2)n1 | 0.0%
24 | O=C(Cc1nnc(-c2cc3ccccc3[nH]2)o1)Nc1cc(C(F)(F)F)ccc1Cl | -3.7%
25 | Cc1ccc(NC(=O)OCc2cccs2)cc1 | -9.2%

Quoted from the results shown (three entries):
cpd | compound | TDP1 inh
6 | CC(=O)NC(c1cc(Cl)c2cccnc2c1O)C1CC1 (stereo not given) | -0.7%
7 | COc1cccc(C2=Nn3c(nnc3-c3cc(OC)ccc3OC)SC2)c1 | 11.5%
8 | COc1cccc(OC2=NS(=O)(=O)c3ccccc32)c1 | 2.4%

Looked up one by one from the list above, 2 records:
cpd | compound | TDP1 inh
15 | OCCN1CCN(CC/C=C2\c3ccccc3Sc3ccc(C(F)(F)F)cc32)CC1 | -2.6%[21 µM]
16 | COc1ccc(-c2nnc3n2N=C(c2cc(OC)ccc2OC)CS3)c(OC)c1 | 6.8%

Down the list, from the results shown.
TDP1 inh, nos. 5–9 → -0.7%, -0.7%, 11.5%, 2.4%, 7.1%

Remaining list, next part:
cpd | compound | TDP1 inh
26 | NCCC[C@@H](CC(=O)N[C@@H]1CCCC[C@H]1C(=O)N[C@H](CC(=O)N[C@@H](CCC(=O)O)CC(=O)O)Cc1ccccc1)NC(=O)C[C@H](Cc1c[nH]c2ccccc12)NC(=O)[C@@H]1CCCC[C@H]1N | 2.5%
27 | CCC(C)n1c(-c2cc(OC)c(OC)c(OC)c2)nc2nc3ccccc3nc21 (stereo not given) | -3.1%
28 | COC(=O)c1ccc(CN2[C@@H]3C[C@@H](O)CC[C@@H]3C[C@H]2C(=O)OC)cc1 | 5.7%
29 | NCC(=O)N[C@@H](CCCN=C(N)N)C(=O)NCC(=O)N[C@@H](CC(=O)O)C(=O)N[C@@H](CO)C(=O)N1CCC[C@H]1C(=O)O | 10.2%
30 | Cc1ccccc1C1CC(=O)Oc2ccc(O)cc21 (stereo not given) | 5.1%[234 µM]
31 | N#Cc1c(-c2ccccc2)no[n+]1[O-] | 10.4%[56.1 µM]
32 | CO[C@H]1COC(=O)CCC[C@@H](C)[C@H](OC)COC(=O)[C@@H](C)NC(=O)C/C=C\[C@@H]1C | 13.2%[21 µM]
33 | COc1ccc(-c2nc3ccccc3c(=O)n2Cc2ccccc2)cc1COc1ccc(NC(C)=O)cc1 | 0.6%
34 | O=C(Cc1ccccc1)NC(=S)Nc1ccc2oc(-c3ccccc3)nc2c1 | -1.8%
35 | O=C(N/N=C/c1c(Nc2cccc(C(F)(F)F)c2)nc2ccccn2c1=O)c1ccccc1 | 4.0%
36 | Cc1cc(C)nc(/N=C(\N)Nc2ccc(S(=O)(=O)Nc3nc(C)cc(C)n3)cc2)n1 | 2.7%
37 | Cc1ccc(S(=O)(=O)Cc2ccc(C(=O)N3CCN(Cc4ccccc4)CC3)o2)cc1 | -4.1%
38 | Cc1cc(C)c2oc(-c3ccc(Cl)c(NC(=O)c4cccs4)c3)nc2c1 | 1.9%
39 | COC(=O)C1=C(C)N(Cc2ccccc2)C2=C(C(C)=O)C(c3ccccc3)[C@@](O)(C(=O)OC)C(=O)N2C1c1ccccc1 (stereo not given in full) | -1.6%&0.5%[21 µM]
40 | N#Cc1nc(NCC(F)F)c2ncn(-c3cccc(Cl)c3)c2n1 | -1.7%
41 | COC(=O)c1ccc(C(NC(=O)c2ccco2)[C@]2(C)C[C@H]2C2CCCCC2)cc1 (stereo not given in full) | 4.5%
42 | O=S(=O)(O)c1cccc2cccnc12 | 2.4%
43 | COC(=O)C(C(=O)OC)[C@@H](NC(=O)OCc1ccccc1)c1ccccc1 | 5.6%
44 | CC[C@H](C)[C@H](NC(=O)[C@H](C)NC(=O)[C@H](Cc1cnc[nH]1)NC(=O)[C@@H]1CCCN1C(=O)CNC(=O)[C@H](CC(C)C)NC(=O)[C@H](CC(C)C)NC(=O)[C@H](Cc1ccc(O)cc1)NC(=O)CNC(=O)[C@H](C)NC(=O)[C@H](CO)NC(=O)[C@H](CC(N)=O)NC(=O)[C@H](CC(C)C)NC(=O)[C@@H](NC(=O)[C@H](Cc1c[nH]c2ccccc12)NC(=O)CN)[C@@H](C)O)C(=O)O | 12.1%
45 | COc1ccc(C2=CC3=CC(=O)C(C)(O)C(=O)C3=CO2)cc1 (stereo not given) | 8.7%
46 | N#Cc1ccc(C[C@H](C(=O)O)N2C(=O)c3ccc(C(=O)O)cc3C2=O)cc1 | 5.0%
47 | O=C(O)c1cccc(NCc2ccncc2)c1 | -5.3%
48 | COc1cc(NC(=O)C(OC(=O)CNC(=O)c2ccccc2)c2ccccc2)cc(C(F)(F)F)c1 (stereo not given) | -0.6%
49 | CCC(Sc1nc2ccccc2c2nc3ccccc3n12)C(=O)NCc1ccco1 (stereo not given) | 1.8%
50 | C1CCOC1 | 12.1%
51 | CO/N=C\C[C@@H]1C=C[C@H](OC(C)=O)[C@H](COC(C)=O)O1 | 4.8%[21 µM]
52 | COc1ccc(C(=O)N2CCc3cc(OC)c(OC)cc3C2c2cccc([N+](=O)[O-])c2)cc1 (stereo not given) | 9.5%
53 | CN(C(=O)CSc1nc2c(cnn2-c2ccccc2)c(=O)[nH]1)C1CCS(=O)(=O)C1 (stereo not given) | 4.9%
54 | Cc1ccc2c(=O)n3c(nc2c1)C(Cc1ccccc1)NC(=O)c1ccc(Cl)cc1-3 (stereo not given) | 0.8%
55 | O=C(O)c1ccc2c(c1)C(=O)N([C@H](Cc1cccc3ccccc13)C(=O)O)C2=O | 5.6%
56 | C[C@@H](C(=O)NCCF)[C@H]1C[C@]1(C)[C@H](NC(=O)OCc1ccccc1)c1ccccc1 | 4.5%
57 | COC(=O)[C@@]1(Cc2ccc(F)cc2)[C@H]2c3cc(C(=O)N4CCCC4)n(Cc4c(CO)[nH]cc(C)c4=O)c3C[C@H]2CN1C(=O)c1ccccc1 | 13.5%
58 | CCCCn1c(=O)c(C(=O)N/N=C/c2ccc(F)cc2)c(O)c2ccccc21 | 2.4%
59 | Cc1cc(NC(=O)c2cc3nc4c(c(C(F)(F)F)n3n2)CCc2ccccc2-4)no1 | 3.0%
60 | O=[N+]([O-])c1ccc(C=Nc2ccc(Cl)c([N+](=O)[O-])c2)s1 | -2.7%
61 | CCCCc1nc2c(c3c1C[C@H](C)OC3)CN(C(=O)c1cc(I)ccc1F)CC2 | 6.8%[12.3 µM]
62 | Cc1ccc(Cl)cc1NC(=O)Cn1c(=O)c(CNc2ccccc2)cc2cc3c(cc21)OCCO3 | 5.6%
63 | FC(F)(F)c1cccc(NC(=S)NNC(=S)Nc2ccc(Cl)cc2)c1 | 7.7%
64 | CSCC[C@H](NC(=O)[C@H](CO)NC(=O)[C@H](Cc1ccc(O)cc1)NC(=O)[C@@H](N)CO)C(=O)N[C@@H](CCC(=O)O)C(=O)N[C@@H](Cc1cnc[nH]1)C(=O)N[C@@H](Cc1ccccc1)C(=O)N[C@@H](CCCNC(=N)N)C(=O)N[C@@H](Cc1c[nH]c2ccccc12)C(=O)NCC(=O)N[C@@H](CCCCN)C(=O)N1CCC[C@H]1C(=O)N[C@H](C(=O)NCC(=O)N[C@@H](CCCCN)C(=O)N[C@@H](CCCCN)C(=O)N[C@@H](CCCNC(=N)N)C(=O)N[C@@H](CCCNC(=N)N)C(=O)N1CCC[C@H]1C(=O)N[C@H](C(=O)N[C@@H](CCCCN)C(=O)N[C@H](C(=O)N[C@@H](Cc1ccc(O)cc1)C(=O)N1CCC[C@H]1C(=O)N[C@@H](CC(N)=O)C(=O)NCC(=O)N[C@@H](C)C(=O)N[C@@H](CCC(=O)O)C(=O)N[C@@H](CC(=O)O)C(=O)N[C@@H](CCC(=O)O)C(=O)N[C@@H](CO)C(=O)N[C@@H](C)C(=O)N[C@@H](CCC(=O)O)C(=O)N[C@@H](C)C(=O)N[C@@H](Cc1ccccc1)C(=O)N1CCC[C@H]1C(=O)N[C@@H](CC(C)C)C(=O)N[C@@H](CCC(=O)O)C(=O)N[C@@H](Cc1ccccc1)C(=O)O)C(C)C)C(C)C)C(C)C | 14.1%
65 | COc1ccc(OC)c(NS(=O)(=O)Cc2ccccc2)c1 | 8.6%
66 | Cc1cc(O)c(C(C)(C)C)cc1Sc1cc(C(C)(C)C)c(O)cc1C | 17.8%
67 | Cc1ccc(S(=O)(=O)NCCn2c(C)cc3ccccc32)cc1 | 5.9%
68 | CCOC(=O)c1c(C)oc2ccc(N(C(=O)c3ccncc3)S(=O)(=O)c3ccc(Br)cc3)cc12 | 7.6%
69 | Cc1cc(C)c2[nH]c(=O)c(CN(C(=O)C3CCCO3)C3CCCC3)cc2c1 (stereo not given) | 7.3%
70 | Nc1ccccc1Oc1ccccc1 | 2.3%
71 | O=c1[nH]ccc2c(S(=O)(=O)N3CCCNCC3)cccc12 | 11.5%&7.1%
72 | CCCCS(=O)(=O)N1C2=NC(C(=O)OC)=C(C(=O)OC)[C@@H]3N(Cc4ccccc4)c4ccccc4[C@]23C[C@H]1C(=O)OC | 18.8%[12.3 µM]
73 | O=S(=O)(Nc1cccc2cccnc12)c1ccc(Br)cc1 | 15.6%
74 | Cc1ccc(CNC(=O)C2=CCN(S(=O)(=O)c3ccc(C)cc3)CC2)cc1 | 1.3%
75 | C=CCCCCCCC=C | 9.9%

The results go on:
cpd | compound | TDP1 inh
76 | CCOC(=O)CCN1C(=O)[C@H]2[C@H]3[C@H](O)[C@H](O)C/C(=N/NC(=O)OCc4ccccc4)[C@@H]3CC[C@@H]2C1=O | 6.9%[21 µM]
77 | C=CCOC(/C=C/c1ccccc1)CC (stereo not given) | 4.4%
78 | COc1ccc(CCNC(=O)C2CCCCC2C(=O)O)cc1OC (stereo not given) | 1.9%
79 | COc1ccc(C(O)C2=CCCC2=O)cc1 (stereo not given) | -5.0%&6.9%
80 | C#CCOCCOCCOCCNc1nc(N2CCN(C(=O)C([C@@H](C)CC)n3cc(C(N)CO)nn3)CC2)nc(N2CCN(C(=O)[C@H](CCC(=O)O)n3cc(C(N)Cc4ccc(O)cc4)nn3)CC2)n1 (stereo not given in full) | 0.0%
81 | O=C(CSc1nncn1-c1ccccc1)Nc1cccc(S(=O)(=O)N2CCCCC2)c1 | 3.4%
82 | COc1ccc(C2c3c(oc4ccc(C)cc4c3=O)C(=O)N2c2cc(C)ccn2)cc1OC (stereo not given) | 5.3%
83 | COc1ccc(S(=O)(=O)Nc2cc(Sc3ncn[nH]3)c(O)c3ccccc23)cc1 | 10.5%
84 | CC(C)C(=O)NC(=O)C1CCCN1C(=O)/C=C/c1ccccc1 (stereo not given) | 3.7%[21 µM]
85 | COc1cccc(-c2nc(Oc3cc(C)cc(C)c3)c3ccccc3n2)c1O | -4.1%
86 | COc1ccc(-c2nc3c(c4c2C[C@H](c2ccccc2)OC4)CN(S(=O)(=O)c2c(C)noc2C)CC3)c(C)c1 | 4.0%[21 µM]

2 entries from above, with values ahead of the structure:
| No. | TDP1 inh | SMILES |
| --- | --- | --- |
| 77 | 4.4% | C=CCOC(/C=C/c1ccccc1)CC (stereo not given) |
| 78 | 1.9% | COc1ccc(CCNC(=O)C2CCCCC2C(=O)O)cc1OC (stereo not given) |

Source: PubChem
